FBPA Giardia inh = qHTS Assay for Inhibitors of Fructose-1,6-bisphosphate Aldolase from Giardia Lamblia. A8B2U2. purified Giardia FBPA. Potency, µM (top dose mostly 59.6 µM), without a hit: at the top dose activity, negative = inhibition, usual class: inhibitors. 290,000 tested, 0.71% active; active = well fitted inhibition curve with a large enough effect; inconclusive = small, poorly fitted or top-dose-only effect, or effect the other way; also: nearly all actives have a fitted effect of over 55% in size
Target sequence (A8B2U2 whole entry, looked up): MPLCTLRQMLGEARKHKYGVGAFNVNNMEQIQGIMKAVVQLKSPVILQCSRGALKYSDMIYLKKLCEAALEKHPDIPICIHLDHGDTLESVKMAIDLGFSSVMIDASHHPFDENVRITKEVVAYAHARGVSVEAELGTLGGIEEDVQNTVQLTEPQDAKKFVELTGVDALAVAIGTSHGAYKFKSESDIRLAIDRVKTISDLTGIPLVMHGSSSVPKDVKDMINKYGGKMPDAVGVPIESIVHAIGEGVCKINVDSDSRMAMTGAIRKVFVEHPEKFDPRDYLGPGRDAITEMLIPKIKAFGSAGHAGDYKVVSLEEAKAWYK
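40 nM FBPA preincubated 10 min at RT with compound (up to 57.5 uM final), then substrate plus GAPDH/TPI/NAD/arsenate coupling and diaphorase/resazurin added. Fluorescence read after 20 min at RT, 525/598 nm.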
* = called active by the depositor; ? = inconclusive; & = joins results of further samples; [ ] = another dose, or the depositor's remark. % is scaled to controls: 0 for no effect and ±100 for the full control effect; potency is read from the fitted curve at half-maximal effect. Only part of the results is shown; rates above refer to the full screens.

SMILES | FBPA Giardia inh
CC(=O)OC1CCC23CC1(C)CCC2C(C)(C)CC3OC(C)=O (stereo not drawn) | 0%
C[C@@]12CC[C@@H]3c4ccc(O)cc4C[C@H](CCCCCCCCCS(=O)CCCC(F)(F)C(F)(F)F)[C@H]3[C@@H]1CC[C@@H]2O (stereo partly drawn) | -9%
COC(=O)c1ccc(C(NC(=O)OCc2ccccc2)/C(I)=C/[C@@H](C)C(=O)NCc2ccncc2)cc1 (stereo partly drawn) | 1%
O=c1cnc2cnc(N3CCNCC3)nc2n1CCc1ccccc1 | 0%
CC(C)C[C@H](NC(=O)[C@H](CO)NC(=O)[C@H](C)NC(=O)[C@H](CCCN=C(N)N)NC(=O)[C@H](CCCN=C(N)N)NC(=O)[C@@H](N)CC(C)C)C(=O)NCC(=O)O | 1%
CSCC[C@H](NC(=O)[C@H](CC(C)C)NC(=O)CNC(=O)[C@H](Cc1ccc(O)cc1)NC(=O)[C@H](Cc1ccccc1)NC(=O)[C@H](CCC(N)=O)NC(=O)[C@H](CCC(N)=O)NC(=O)[C@@H]1CCCN1C(=O)[C@H](CCCCN)NC(=O)[C@@H]1CCCN1C(=O)[C@@H](N)CCCN=C(N)N)C(N)=O | 2%
COc1ccc(CN2CCC(=O)c3ccccc3S2(=O)=O)cc1 | -9%
COC(=O)C(C(C)C)N1CC(=O)c2ccccc2S1(=O)=O (stereo not drawn) | 0%
C=CC[C@@H]1C=C[C@@H](O/N=C2/C[C@@H](O)[C@@H](O)[C@@H]3[C@@H]4C(=O)N(CC)C(=O)[C@H]4CC[C@@H]23)[C@@H](CO)O1 | 0%[12.9 µM]
COc1ccccc1CCn1c(=O)c(C)nc2cncnc21 | 1%
NCCC[C@@H](CC(=O)N[C@@H]1CCCC[C@H]1C(=O)N[C@H](CC(=O)N[C@@H](CCC(=O)O)CC(=O)O)Cc1c[nH]c2ccccc12)NC(=O)C[C@H](Cc1c[nH]c2ccccc12)NC(=O)[C@@H]1CNCC[C@H]1N | -20%
Cc1noc(C)c1-c1nc(N2CCN(C)CC2)c2ccccc2n1 | 6%
CCN(CC)CCn1c(-c2ccccc2)nc2c(NCc3ccccc3)nc(C)nc21 | 7%
CCCCCCCC/C=C\CCCCCCCC(=O)NCc1ccc(O)c(OC)c1 | -13%
CC#C[C@]1(O)CC[C@H]2C3CCC4=CC(=O)CCC4=C3[C@@H](c3ccc(N(C)C)cc3)C[C@@]21C (stereo partly drawn) | -7%
CCC1(c2ccc(O)cc2)NC(=O)NC1=O (stereo not drawn) | 0%
CS(=O)(=O)Nc1cccc(-c2ccc3ncnc(Nc4ccccc4)c3c2)c1 | -6%
CNCC/C=C\c1cccnc1 | -3%
Cc1c(CC(C)(C)C(=O)O)n(Cc2ccc(Cl)cc2)c2ccc(F)cc12 | 22%
CN(C)C(=O)c1ccc(-c2ccc3ncnc(NCCN4CCOCC4)c3c2)cc1 | 7%
CC(=O)C1CCC2C3CCC4=CC(=O)CCC4(C)C3CCC12C (stereo not drawn) | 3%
C[C@@H](CN(C)C[C@H]1C(=O)O[C@@H]2C[C@@]3(C)CCC[C@]4(CO4)C3CC21)[C@H](O)c1ccccc1 (stereo partly drawn) | 3%
COc1cccc([C@@H]2Oc3ccc(Br)cc3C(=O)[C@H]2OC(=O)NS(=O)(=O)c2ccc(C)cc2)c1 | 3%
CNc1nc(-c2cccc(NS(C)(=O)=O)c2)nc2ccccc12 | -7%
CC1=C2[C@@H](O)[C@H]([C@@H](C)C(=O)NCCC(C)C)CC[C@@]2(C)C=CC1=O | 3%
CC(CCC(=O)O)C1CCC2C3CC[C@@H]4CCCC[C@@]4(C)C3CC[C@@]12C (stereo partly drawn) | 13%
COC(=O)C1=C(C(=O)OC)[C@@H]2N(Cc3ccccc3)c3ccccc3[C@@]23C[C@@H](C(=O)OC)N(C(=O)c2ccco2)C3=N1 | 3%[12.9 µM]
C[C@@]12CC[C@H](O)C[C@@H]1CC[C@H]1[C@H]2CC[C@@]2(C)[C@@H](C3=CC(=O)OC3)CC[C@]12O | 1%[21.7 µM]
Cc1ccc(S(=O)(=O)N[C@H]2COC(=O)[C@@H](Cc3ccccc3)NC(=O)[C@@H](C)COC(=O)C/C=C\[C@@H]2C)cc1 | 3%&-1%[12.9 µM]
Cc1ccccc1OC1C=CC(c2ccccc2)OC1CO (stereo not drawn) | 2%[12.9 µM]
COC(=O)CC1C2(C)CC34OC5(C)O[C@@]6(C7/C(=C(/OC)C(C)C)C(=O)OC(c8ccoc8)[C@@]7(C)C(OC(=O)C(C)C)C(OC)[C@]6(O5)[C@@]13C)C(OC)[C@]4(OC)C2OC(C)=O (stereo partly drawn) | -17%
C=C1CCC(O)C/C1=C\C=C1/CCCC2(C)C1CCC2C(C)/C=C/C(C)C(C)C (stereo not drawn) | -7%
Cc1ccc(-c2cc(C3C4C=CCCC4(C)C(=O)N3Cc3ccccc3)ccc2F)cc1 (stereo not drawn) | 1%
CC(C)C[C@H](NC(=O)[C@@H]1CCCN1C(=O)[C@H](CO)NC(=O)[C@H](Cc1ccccc1)NC(=O)CNC(=O)[C@@H]1CCCN1C(=O)[C@@H]1CCCN1C(=O)[C@@H](N)CCCN=C(N)N)C(=O)O | 7%
CCCCCCC#CC1C=CC(OC(C)=O)C(COC(C)=O)O1 (stereo not drawn) | 3%[12.9 µM]
CC(C)(N=NC(C)(C)C(=N)N)C(=N)N | 5%
CS(=O)(=O)N1CCC[C@@]2(CCN(c3ccccc3)C2)C1 | -20%
CNC(=O)[C@H]1O[C@H](n2cnc3c(NCc4cccc(I)c4)ncnc32)[C@@H](O)[C@@H]1O | -3%
COc1ccc(-n2c(=O)c(CCc3ccccc3)nc3cnc(OC)nc32)cc1 | 2%
CCCc1cc2c(n1Cc1cc(F)cc(F)c1)C(C)C1CN(C(=O)c3ccccc3)C(C)(C(=O)OC)C21 (stereo not drawn) | ?
C=CCNC(=O)N1CCc2nc(-c3ccc(OC)cc3C)c3c(c2C1)CO[C@@H](c1ccccc1)C3 | 3%[12.9 µM]
Nc1ncnc2c1ncn2[C@@H]1O[C@H](C(=O)NC2CC2)[C@H](O)[C@H]1O | 3%
C[C@H]1Cc2c(-c3ccccc3)nc3c(c2CO1)CN(S(=O)(=O)c1ccc(Cl)c2nonc12)CC3 | 0%[12.9 µM]
COc1cc(OC)c2ccc(=O)oc2c1C(CC(=O)N1CCCCC1)c1ccc2c(c1)OCO2 (stereo not drawn) | 2%
CCCCC/C=C\CC1OC1CCCCCCCC(=O)O (stereo not drawn) | 2%
CCCCCCCCCCC(C)(C)C(=O)Nc1c(OC)cc(OC)cc1OC | 0%
COC(=O)C/C=C\[C@@H](C)[C@@H](/C=N\OC[C@@H]1O[C@H](c2ccccc2)C=C[C@@H]1Oc1ccc(OC)cc1)NS(=O)(=O)c1ccc(C)cc1 | 1%[12.9 µM]
CS(=O)(=O)Nc1cccc(-c2cncnc2Nc2ccc(F)cc2)c1 | -8%

As a working copy, some entries already given:
SMILES | FBPA Giardia inh
CC(=O)OC1CCC23CC1(C)CCC2C(C)(C)CC3OC(C)=O (stereo not drawn) | 0%
C[C@@]12CC[C@@H]3c4ccc(O)cc4C[C@H](CCCCCCCCCS(=O)CCCC(F)(F)C(F)(F)F)[C@H]3[C@@H]1CC[C@@H]2O (stereo partly drawn) | -9%
COC(=O)c1ccc(C(NC(=O)OCc2ccccc2)/C(I)=C/[C@@H](C)C(=O)NCc2ccncc2)cc1 (stereo partly drawn) | 1%
O=c1cnc2cnc(N3CCNCC3)nc2n1CCc1ccccc1 | 0%
CC(C)C[C@H](NC(=O)[C@H](CO)NC(=O)[C@H](C)NC(=O)[C@H](CCCN=C(N)N)NC(=O)[C@H](CCCN=C(N)N)NC(=O)[C@@H](N)CC(C)C)C(=O)NCC(=O)O | 1%
CSCC[C@H](NC(=O)[C@H](CC(C)C)NC(=O)CNC(=O)[C@H](Cc1ccc(O)cc1)NC(=O)[C@H](Cc1ccccc1)NC(=O)[C@H](CCC(N)=O)NC(=O)[C@H](CCC(N)=O)NC(=O)[C@@H]1CCCN1C(=O)[C@H](CCCCN)NC(=O)[C@@H]1CCCN1C(=O)[C@@H](N)CCCN=C(N)N)C(N)=O | 2%

Continued:
SMILES | FBPA Giardia inh
COc1cccc(Cn2c(=O)cnc3cnc(OCc4ccccc4)nc32)c1 | 5%
COC(=O)c1ccc2c(c1)c(I)c(-c1ccc(OC)cc1)n2C | -1%
COc1ccc2oc(-c3ccccc3)c(OC)c(=O)c2c1 | 0%
CC(=O)OCC1OC(C#Cc2ccc(F)cc2F)C=CC1OC(C)=O (stereo not drawn) | 0%[12.9 µM]
CC(C)CC1OC(=O)C2=CCCCC21 (stereo not drawn) | -2%
NCCC[C@@H](CC(=O)N[C@@H]1CCCC[C@H]1C(=O)N[C@H](CC(=O)N[C@@H](CCC(=O)O)CC(=O)O)Cc1ccccc1)NC(=O)C[C@H](Cc1c[nH]c2ccccc12)NC(=O)[C@@H]1CNCC[C@H]1N | -21%
CC(=O)OCCN1C(=O)c2c(C)nc3ccc(S(=O)(=O)N4CCOCC4)cc3c2C1=O | -10%
COC(=O)C/C=C\[C@@H](C)[C@@H](/C=N\O[C@@H](C)c1cn([C@H](CO)Cc2ccccc2)nn1)OC | 0%&-1%[12.9 µM]
CSCC[C@@H]1NC(=O)C/C=C\[C@@H](C)COC(=O)[C@H](C)COC1=O | 1%[12.9 µM]
O=C(c1cccc(F)c1)N1CCC2(CCCN(Cc3ccncc3)C2)CC1 | 9%
C=CCC(O)(C(=O)OC)c1ccccc1 (stereo not drawn) | 5%
CC(C)=C1C(=O)C(c2ccccc2)=C2CN3C(=O)N(CCc4ccccc4)C(=O)[C@]3(Cc3ccccc3)[C@H]21 | 3%

3 structures from above, ordered by formula weight, smallest number first.
SMILES | FBPA Giardia inh
COc1cccc(Cn2c(=O)cnc3cnc(OCc4ccccc4)nc32)c1 | 5%
CC(=O)OCCN1C(=O)c2c(C)nc3ccc(S(=O)(=O)N4CCOCC4)cc3c2C1=O | -10%
NCCC[C@@H](CC(=O)N[C@@H]1CCCC[C@H]1C(=O)N[C@H](CC(=O)N[C@@H](CCC(=O)O)CC(=O)O)Cc1ccccc1)NC(=O)C[C@H](Cc1c[nH]c2ccccc12)NC(=O)[C@@H]1CNCC[C@H]1N | -21%

New compounds follow.
SMILES | FBPA Giardia inh
O=C(NCCc1ccccc1)c1cccc(Br)n1 | 0%[89.2 µM]
CCC1=C2CC[C@H]3C(=O)N(c4ccccc4)C(=O)[C@H]3[C@H]2[C@@]2(Cc3ccccc3)C(=NCCc3c[nH]c4ccccc34)OC(=O)N2C1=O | 0%
COc1ccccc1CNc1nc(-c2cccnc2)nc2ccccc12 | -5%
CCN1C(C)=C(C(=O)OC)C(c2ccccc2)N2C(=O)[C@](O)(C(=O)OC)CC(C(C)=O)=C12 (stereo partly drawn) | 1%[12.9 µM]
C[N+](C)(C)CCCCCNCC12CC3CC(CC(C3)C1)C2 | 2%
CC1CC=CC2C1C(=O)N(Cc1ccccc1)C2c1ccc2ccccc2c1C=Cc1ccccc1 (stereo not drawn) | 2%
CCCn1c(C)nc2c(N3CCN(C)CC3)nc(C)nc21 | 0%
COc1cccc(Nc2ncc3nc(-c4ccc(F)cc4)c(=O)n(CCC#N)c3n2)c1 | 0%
c1nc(NC2CCNCC2)c2cc(-c3ccc4c(c3)OCO4)ccc2n1 | -3%
CCNN | ?
O=c1c(-c2ccccc2)nc2cnc(N3CCOCC3)nc2n1CCc1ccccc1 | 0%
CC#CCN1c2ccccc2[C@]23C[C@@H](C(=O)OC)N(S(=O)(=O)c4ccc(Br)cc4)C2=NC(C(=O)OC)=C(C(=O)OC)[C@H]13 | -1%[12.9 µM]
CC(C)[C@H]1COC(c2cc(Cl)cc(Cl)c2)=N1 | 1%[89.2 µM]
CN(C)C(=O)c1ccc(-c2cc(N(C)Cc3ccco3)ncn2)cc1 | 0%
CN(C)CCC1(c2ccc(Cl)cc2)Cc2ccccc2C(=O)O1 (stereo not drawn) | -9%&-6%
OC[C@@H]1OC(O)[C@H](O)[C@H](O)[C@H]1O (stereo partly drawn) | 6%
Cn1cc(-c2nc3cnc(N4CCNCC4)nc3n(C3CC3)c2=O)c2ccccc21 | -4%
CCOP(=S)(OCC)O/N=C(\C#N)c1ccccc1Cl | -3%
CC[C@H](C)[C@H](NC(=O)[C@H](CCC(=O)O)NC(=O)[C@H](C)NC(=O)[C@@H](NC(=O)[C@H](Cc1cnc[nH]1)NC(=O)[C@@H](NC(=O)[C@H](CCC(=O)O)NC(=O)[C@H](C)NC(=O)[C@@H](NC(=O)[C@H](CC(C)C)NC(=O)[C@H](Cc1cnc[nH]1)NC(=O)[C@H](Cc1cnc[nH]1)NC(=O)[C@H](CC(C)C)NC(=O)[C@H](Cc1c[nH]c2ccccc12)NC(=O)[C@H](Cc1ccccc1)NC(=O)[C@H](CCCNC(=N)N)NC(=O)[C@H](CCCNC(=N)N)NC(=O)[C@H](CCCNC(=N)N)NC(=O)[C@H](CC(C)C)NC(=O)[C@H](CC(=O)O)NC(=O)[C@H](CCC(N)=O)NC(=O)[C@@H](NC(=O)[C@H](CO)NC(=O)[C@H](CCCCN)NC(=O)CNC(=O)[C@H](CCCCN)NC(=O)[C@H](CC(=O)O)NC(=O)[C@H](Cc1cnc[nH]1)NC(=O)[C@H](CC(C)C)NC(=O)[C@H](CC(C)C)NC(=O)[C@H](CCC(N)=O)NC(=O)[C@@H](NC(=O)[C@H](CCC(=O)O)NC(=O)[C@H](CO)NC(=O)[C@@H](NC(=O)[C@H](C)N)C(C)C)[C@@H](C)CC)[C@@H](C)CC)[C@@H](C)CC)[C@@H](C)CC)[C@@H](C)O)C(=O)O | 7%
CCC(=O)N[C@@H]1CCc2cccc(OC)c2C1 | 5%
N[C@@]1(C(=O)O)CN[C@H](C(=O)O)C1 | -6%
COC(=O)[C@H](COC(C)(C)C)NC(=O)O[C@@H]1C(=O)c2cc(OC)ccc2O[C@H]1c1ccc(OC)c(Br)c1 | -9%
O=C(O)[C@H]1CN[C@H](C(=O)O)C1 | -7%
